# Screens deposited in PubChem BioAssay by several laboratories.
# HIV fusion peptide – cell-free HIV fusion peptide-binding blockers – biochemical, uHTS, fluorescence dequenching, primary screen (AID 1986); 290,000 compounds, 0.3% hits; cell-free peptide binding, fluorescence dequenching, 30 min; higher % means a stronger effect; inhibition, % at 20 µM, or IC50 in µM where a hit was titrated; in the data active = inhibition mostly above about 52%, no sharp cut-off; inactive = mostly below about 76%; note: some results filed as inactive read as strong as hits
# AID2073 – disruptors of CaV2.2 binding to Mint1 – biochemical, HTRF (AID 2073). inhibition, % at 20 µM, or IC50 in µM where a hit was titrated. HTRF protein-protein interaction, Mint1-CaV2.2; higher % means a stronger effect. 290,000 compounds, 0.19% hits; in the data active = inhibition mostly above about 51%, no sharp cut-off; note: some results filed as inactive read as strong as hits
# Siah-1 displacement – Siah-1 peptide-binding antagonists, primary screen, biochemical, fluorescence polarization, rhodamine-plectin, uHTS (AID 1817); Siah-1 / rhodamine-plectin peptide fluorescence polarization; higher % means a stronger effect; 290,000 compounds, 0.02% hits; one-dose displacement, % at 20 µM; IC50 in µM for titrated hits;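 active = displacement of at least 50% at 20 µM, with a fluorescence ratio check between 0.3 and a set limit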;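 note: plate controls were Siah plus tracer with DMSO for no effect and tracer alone without Siah for full effect; strong numbers were not always called active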
# XIAP antagonists – small molecules displacing peptide from XIAP – biochemical, IAP family, fluorescence polarization (AID 1018) | XIAP BIR domain, fluorescence polarization peptide displacement; higher % means a stronger effect | one-dose displacement, % at 20 µM; IC50 in µM for titrated hits | 200,000 compounds, 0.007% hits; in the data active = displacement above about 50%; note: a part of the inactive calls stands beside numbers as strong as those of hits
# LYP phosphatase – inhibitors of LYP phosphatase, biochemical, fluorescence intensity, uHTS (AID 1779); recombinant LYP phosphatase, fluorescence intensity; higher % means a stronger effect; inhibition, % at 11.5 µM, or IC50 in µM where a hit was titrated; 290,000 compounds, 0.054% hits;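 note: plate controls were vehicle with enzyme for no effect and no enzyme for full effect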
# Lipid droplet – hepatic lipid droplet formation modulation | AML12 mouse hepatocytes, oleate lipid droplets, BODIPY imaging | inhibition, % at 6.5 µM | AID 1656 | 240,000 compounds, 0.4% hits;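 active = lipid droplet intensity inhibited by at least 50%, with more than 500 cells counted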
#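 material = mouse AML12 hepatocyte cell line, fixed after treatment | also added = 100 µM oleic acid challenge | doses = compound at 6.5 µM only | schedule = overnight exposure | technique = Image-based BODIPY and DAPI two-channel analysis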
# Myeloid diff 2 – promotes myeloid progenitor differentiation. ER-HoxA9 myeloid progenitors, lysozyme-GFP differentiation, flow cytometry. calls only at 10 µM. 360,000 compounds, 1% hits. AID 624256;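 active = normalized GFP-positive differentiation at or above the plate's own cutoff, the solvent-only control mean plus 3 SD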;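 note: cells exposed to compound for four days before flow analysis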
# Dengue-2 NS5 capping – flavivirus cap methylation enzyme inhibition – biochemical, confirmation dose response, primary screen (AID 588689). Dengue-2 NS5 methyltransferase capping enzyme assay, biochemical; higher % means a stronger effect. inhibition, % at 25 µM, or IC50 in µM where a hit was titrated. 340,000 compounds, 0.3% hits; in the data active = a potency from the dose series
# NOD2 inhibition – NOD2 signaling inhibitors, cell-based, luminescence, uHTS, HEK293 (AID 1566) | 290,000 compounds, 0.63% hits | HEK293 NOD2/NF-kB luciferase reporter, luminescence; higher % means a stronger effect | one-dose inhibition, % at 4 µM; EC50 in µM for titrated hits; note: many of its hits are not listed in these tables
# Lipid droplet cells 6.5 µM – also measured in Lipid droplet; calls as there; cell count; measured here: cell count, cytotoxicity flag;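 cells counted across two imaged fields per well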
# Dengue-2 NS5 capping pilot replicate – second read-out of Dengue-2 NS5 capping, no call of its own (marks repeat the call); inhibition, %; measured here: pilot screen replicate inhibition
# Myeloid diff 2 GFP+ MAC1+ % – further read-out of Myeloid diff 2, marked with its call; GFP+ MAC1+ double positive, %; measured here: differentiation confirmed by MAC1 staining
# Active calls of the source: *; i = inactive; . = not tested or not shown; + = active, no number. Cut-off read from the data, not from the text of the source, unless noted: active = inhibition above about 50%; inactive = the rest. The list is partial; count on the stated rates, not on these rows.
# Start of the data: the first 6 entries, to show the layout:
SMILES,HIV fusion peptide,AID2073,Siah-1 displacement,XIAP antagonists,LYP phosphatase,Lipid droplet,Lipid droplet cells 6.5 µM,Myeloid diff 2,Myeloid diff 2 GFP+ MAC1+ %,Dengue-2 NS5 capping,NOD2 inhibition,others
O=C(N=C1SC2CS(=O)(=O)CC2N1c1ccc(F)c(Cl)c1)C1CCCO1 (configuration not stated),0.5%,4%,19%,.,-10%,8,775,i,0.0,3%,9%,
CCCn1c(SCC(=O)O)nc2ccccc21,-2.8%,-22%,0%,0.1%,0%,-33,645,i,3.2,-3%,18%,
COc1ccccc1NC1=NC(c2ccc(Cl)cc2)N=C(N)N1 (configuration not stated),-2.3%,10%,1%,-4.4%,0%,-38,445,i,1.8,3%,2%,
O=C(O)CCCCCNC(=O)CCn1nnc2ccccc2c1=O,9.4%,6%,4%,-4.7%,-6%,.,.,i,0.7,-3%,-6%,
CCc1nnc(NC(=O)CSc2nc(N)c(NC(=O)c3ccc(OC)cc3)c(=O)[nH]2)s1,0.0%,0%,10%,.,-7%,11,710,i,1.3,-6%,-3%,
CC1CCc2ccc(F)cc2N1S(=O)(=O)c1cccs1 (configuration not stated),2.3%,-5%,1%,-4.9%,-9%,-2,811,i,1.7,-3%,11%,

# The listing, previewed entries included:
SMILES,HIV fusion peptide,AID2073,Siah-1 displacement,XIAP antagonists,LYP phosphatase,Lipid droplet,Lipid droplet cells 6.5 µM,Myeloid diff 2,Myeloid diff 2 GFP+ MAC1+ %,Dengue-2 NS5 capping,NOD2 inhibition,others
O=C(N=C1SC2CS(=O)(=O)CC2N1c1ccc(F)c(Cl)c1)C1CCCO1 (configuration not stated),0.5%,4%,19%,.,-10%,8,775,i,0.0,3%,9%,
CCCn1c(SCC(=O)O)nc2ccccc21,-2.8%,-22%,0%,0.1%,0%,-33,645,i,3.2,-3%,18%,
COc1ccccc1NC1=NC(c2ccc(Cl)cc2)N=C(N)N1 (configuration not stated),-2.3%,10%,1%,-4.4%,0%,-38,445,i,1.8,3%,2%,
O=C(O)CCCCCNC(=O)CCn1nnc2ccccc2c1=O,9.4%,6%,4%,-4.7%,-6%,.,.,i,0.7,-3%,-6%,
CCc1nnc(NC(=O)CSc2nc(N)c(NC(=O)c3ccc(OC)cc3)c(=O)[nH]2)s1,0.0%,0%,10%,.,-7%,11,710,i,1.3,-6%,-3%,
CC1CCc2ccc(F)cc2N1S(=O)(=O)c1cccs1 (configuration not stated),2.3%,-5%,1%,-4.9%,-9%,-2,811,i,1.7,-3%,11%,
O=c1[nH]c2ccc(S(=O)(=O)N3CCC(Cc4ccccc4)CC3)cc2o1,-0.4%,9%,1%,-17%,-1%,.,.,i,1.3,-3%,-72%,
COc1ccc(S(=O)(=O)N(CCN2CCOCC2)Cc2cc(OC)ccc2OC)cc1,-1.4%,-5%,1%,-2.0%,1%,-5,640,i,1.0,-3%,-3%,
O=C(Nc1ncc2c(n1)CC(c1ccccc1)CC2=O)c1ccco1 (configuration not stated),2.0%,3%,-1%,-3.7%,-5%,3,768,i,6.6,-2%,7%,
Cc1ccc(OCC(=O)Nc2ccc3oc(=O)ccc3c2)c(C)c1,-1.0%,4%,-2%,.,5%,2,830,i,0.5,1%,28%,
CN1CCN(c2nc(-c3cccs3)cc(C(F)(F)F)n2)CC1,1.7%,5%,-1%,-4.0%,-9%,.,.,i,0.1,-2%,16%,
O=C(Nc1ccc(F)cc1)C1CCCN(S(=O)(=O)c2cccc3nonc23)C1 (configuration not stated),0.3%,6%,-6%,.,-4%,2,825,i,1.8,-10%,-7%,
C[C@H](NC(=O)NC1CCCc2ccccc21)C(=O)O (some centres not stated),0.7%,4%,4%,0.5%,-8%,.,.,i,0.8,0%,8%,
COc1ccccc1NC(=O)Cn1cnc2c(nnn2-c2ccc(C)cc2)c1=O,-1.3%,2%,-1%,-7.0%,-5%,10,661,i,0.3,.,3%,
Clc1ccccc1-c1ncc2ccccn12,0.5%,-1%,4%,-6.0%,-11%,5,689,i,0.9,-4%,6%,
COc1ccc(C2=C(C)C(N3CCN(C(=O)c4ccco4)CC3)=NS2(=O)=O)cc1,-0.5%,28%,24%,.,-6%,-4,702,i,1.7,-8%,10%,
CC1CCC2C(C1)c1sc(=O)[nH]c1SC2(C)C (configuration not stated),-1.2%,-22%,5%,-6.1%,3%,8,603,i,1.2,-4%,21%,
CC(=O)c1sc(N/N=C/c2cccc(O)c2)nc1C,-1.0%,21%,-4%,-10%,4%,9,707,i,1.1,-6%,-94%,
CCCn1nnnc1NCc1ccccc1OCc1ccc(F)cc1,-0.9%,-3%,8%,-3.4%,-5%,6,768,i,5.6,-1%,10%,
O/N=C1\CCc2cc(Cl)ccc21,0.8%,-2%,-3%,0.0%,-7%,.,.,i,1.3,3%,-2%,
CC(C)[C@H](NC(=O)C1CCN(S(=O)(=O)c2ccccc2)CC1)C(=O)NCc1ccccn1,3.4%,12%,15%,.,-6%,-3,667,i,0.0,-2%,0%,
CCCC(=O)N1CCN(c2ccc(NC(=O)c3ccc(OCC)c([N+](=O)[O-])c3)cc2)CC1,-2.8%,-12%,3%,-5.1%,-6%,.,.,.,.,-7%,6%,
CCOC(=O)c1ccc(CNCc2ccccc2)cc1,-0.4%,-5%,0%,-6.9%,-1%,-12,394,i,1.1,4%,-32%,
O=C1c2cccc(OCC(=O)N3N=C(c4cccs4)CC3c3ccc(F)cc3)c2CCN1Cc1cccnc1 (configuration not stated),-0.4%,25%,5%,-1.4%,10%,-8,639,i,0.5,2%,0%,
Cc1cc(C)n(C(C)CC(=O)Nc2ccc3c(c2)OCCO3)n1 (configuration not stated),-0.2%,-4%,-2%,.,-6%,28,743,i,4.0,-6%,31%,
O=C(COC(=O)c1c(F)cccc1F)Nc1ccccc1OC(F)F,0.3%,-12%,2%,.,-4%,-15,803,i,0.5,1%,19%,
CCCCC(=O)Nc1ccc(C(=O)NN2C(=O)c3ccccc3C2=O)cc1,0.1%,-2%,1%,-5.3%,-2%,2,693,i,7.8,-4%,1%,
COc1ccc(NC(=S)NCCCN2CCCC2=O)c(OC)c1,-0.8%,-25%,-3%,14%,-5%,-8,651,i,0.2,4%,-22%,
O=C(NCc1ccccc1)c1cnsn1,-1.8%,-8%,-3%,-5.3%,0%,2,749,i,7.9,-1%,-3%,
COc1ccc(C(=O)N2CCc3cc(OC)c(OC)cc3C2c2cccc([N+](=O)[O-])c2)cc1 (configuration not stated),-1.6%,-2%,2%,-6.3%,5%,-96,589,.,.,.,-8%,
O=C(O/N=C1/CCCc2occc21)c1ccc(F)cc1,1.3%,-5%,7%,-6.5%,-2%,4,715,i,0.3,-14%,1%,
CCOC(=O)CC1C(=O)NCCN1Cc1cccc(OC)c1 (configuration not stated),2.1%,4%,0%,-6.2%,-1%,.,.,i,3.8,-3%,10%,
O=C1CC(N(C(=O)c2ccco2)c2ccc(F)cc2)C(=O)N1c1ccc(F)cc1 (configuration not stated),-0.7%,-8%,0%,-4.9%,-6%,10,788,i,1.2,-9%,-4%,Dengue-2 NS5 capping pilot replicate=2.3
COc1ccccc1-c1cc(C(=O)N2CCN(S(=O)(=O)c3ccc(C)cc3)CC2)[nH]n1,-2.0%,-4%,3%,.,-1%,-7,758,i,2.6,3%,25%,
CCOC(=O)N1CCC2(CC1)C(C#N)=C(N)OC1=C2C(=O)CC(C)(C)C1,0.2%,-1%,1%,-4.2%,0%,.,.,i,1.5,-9%,11%,
CC(=NCC1CCCO1)C1=C(O)CC(C)(C)CC1=O (configuration not stated),-1.3%,33%,1%,-1.7%,-6%,1,754,i,0.8,-1%,14%,
Clc1ccc(CN2CCSCC2)cc1Cl,2.0%,-4%,6%,.,-2%,-1,799,i,0.3,7%,6%,
O=C(NCc1cc(Br)cc(Br)c1OC(=O)c1ccccc1[N+](=O)[O-])c1ccccc1,1.4%,17%,-2%,-3.8%,-1%,-19,579,i,0.9,102%,19µM*,
CC(C)(C)NC(=O)NC(=O)CSc1ncn[nH]1,-1.4%,8%,-5%,-5.1%,-5%,10,663,i,0.3,-8%,2%,
CC(=O)c1cccc(NC(=O)Nc2cnn(Cc3ccc(F)cc3)c2)c1,0.8%,6%,-2%,-9.4%,2%,.,.,.,.,.,-70%,
O=C(CSc1nc2ccccc2c(=O)n1-c1ccccc1)N/N=C/C=C/c1ccccc1[N+](=O)[O-],-0.6%,35%,-5%,-1.2%,2%,0,716,i,0.7,-3%,17%,
Cc1ccc(N(CC(=O)NCc2ccc3c(c2)OCO3)C(=O)c2csnn2)cc1,0.4%,8%,10%,.,-12%,-10,792,i,3.0,3%,15%,
CCOC(=O)c1cc(C(=O)Nc2sc3c(c2C#N)CCCC3)nn1C,-1.7%,-20%,-9%,.,-3%,-1,909,i,0.7,1%,48%,
CCOc1cc(C(C(=O)NCC2CCCO2)N(C(=O)Cn2nnc3ccccc32)c2ccc(C(C)=O)cc2)ccc1O (configuration not stated),-1.3%,1%,5%,.,-10%,-17,790,i,0.4,6%,6%,
COc1ccccc1NC(=O)CCCN1C(=O)C(c2ccccc2)Oc2cccnc21 (configuration not stated),0.8%,12%,1%,.,-10%,-15,744,i,3.5,-3%,8%,
CCCCCC(=O)Nc1cccc(C2=NOC3(C2)C[C@H](C(N)=O)N(C(=O)c2ccccc2C(=O)c2ccccc2)C3)c1 (some centres not stated),0.0%,16%,15%,.,0%,.,.,i,0.3,-13%,19%,
COCCn1c(SCC(=O)Nc2ccc(NC(C)=O)cc2)nc2c([nH]c3ccccc32)c1=O,-0.6%,21%,-2%,.,-8%,-5,733,i,1.3,3%,5%,
O=C(NCc1ccccn1)C(C(=O)c1ccc(F)cc1)n1ccccc1=O (configuration not stated),-1.6%,14%,4%,4.6%,-2%,-15,654,i,0.9,0%,5%,Dengue-2 NS5 capping pilot replicate=-4.6
O=C(NNC(=O)c1ccccc1C(=O)O)c1ccc(S(=O)(=O)N2CCCCC2)cc1,-1.5%,4%,1%,.,-10%,-2,749,.,.,6%,-14%,
CSc1ccc(CN(C)C(=O)c2cc(=O)c3ccccc3o2)cc1,-0.8%,6%,14%,.,-10%,3,801,+,10*,0%,14%,

# Later entries.
SMILES,HIV fusion peptide,AID2073,Siah-1 displacement,XIAP antagonists,LYP phosphatase,Lipid droplet,Lipid droplet cells 6.5 µM,Myeloid diff 2,Myeloid diff 2 GFP+ MAC1+ %,Dengue-2 NS5 capping,NOD2 inhibition,others
CC(=O)c1ccc(S(=O)(=O)N(C)CC(=O)N2CCCCCC2)cc1,0.7%,5%,2%,.,-5%,1,814,i,0.5,-6%,-8%,
COc1ccc(CC(=O)NNC(=O)CSc2nnc(Cc3ccc(OC)cc3)n2-c2ccccc2)cc1,-2.4%,-18%,0%,-8.8%,2%,0,595,i,0.3,-7%,0%,
COc1cc(/C=N/Nc2ccccc2)ccc1O,-5.8%,-4%,-1%,.,-5%,-3,790,.,.,3%,3%,
C=CCNC(=O)c1csc(-c2ccccc2)n1,-1.1%,0%,-1%,-7.0%,-7%,.,.,i,0.6,0%,10%,
